Screening data as filed in PubChem BioAssay.
MsrA act = activators of bovine methionine sulfoxide reductase A | purified bovine MsrA, absorbance read-out | activation, % at 10.6 µM | 360,000 tested, 0.3% active | AID 602163; in the data active means activation above about 7.5%;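 further: 0% = vehicle and 100% = reference activator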
Rin1 Abl inh = blocks binding of human Rin1 to Abl. 360,000 tested, 0.4% active. P00519+Q13671. AID 588664. inhibition, % at 7.35 µM. TR-FRET Rin1/Abl binding, biochemical; in the data active means inhibition above about 5%, passing the limit was not always enough
E coli Lon inh = inhibits E. coli Lon protease. P0A9M0. 360,000 tested, 0.42% active. purified E. coli Lon protease, fluorescence polarization. AID 602123. inhibition, % at 7.94 µM; in the data active means inhibition above about 13%, passing the limit was not always enough;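 further: 0% = enzyme with probe and DMSO and 100% = no enzyme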
PABP1 MLLE inh = inhibitors of microRNA-mediated deadenylation, human PABP1 MLLE binding. P11940. GST-MLLE / FITC-PAM2 fluorescence polarization. inhibition, % at 20 µM. 360,000 tested, 0.36% active; in the data active means inhibition above about 35%, passing the limit was not always enough;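 further: plate controls were DMSO wells with GST-MLLE for no effect and wells lacking GST-MLLE protein for full effect; some results filed as inactive read as strong as hits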
Neddylation inh = blocks human cullin neddylation | P61081+Q13564 | 360,000 tested, 0.58% active | AID 651699 | calls only at 25 µM | TR-FRET cullin neddylation, biochemical; in the data active means inhibition above about 36%
Target sequence (P61081 whole entry, looked up): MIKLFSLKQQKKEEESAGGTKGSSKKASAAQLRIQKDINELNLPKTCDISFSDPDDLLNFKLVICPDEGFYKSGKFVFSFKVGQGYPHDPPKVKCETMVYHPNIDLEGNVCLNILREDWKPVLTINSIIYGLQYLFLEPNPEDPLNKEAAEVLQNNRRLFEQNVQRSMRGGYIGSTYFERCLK
Target sequence (Q13564 whole entry, looked up): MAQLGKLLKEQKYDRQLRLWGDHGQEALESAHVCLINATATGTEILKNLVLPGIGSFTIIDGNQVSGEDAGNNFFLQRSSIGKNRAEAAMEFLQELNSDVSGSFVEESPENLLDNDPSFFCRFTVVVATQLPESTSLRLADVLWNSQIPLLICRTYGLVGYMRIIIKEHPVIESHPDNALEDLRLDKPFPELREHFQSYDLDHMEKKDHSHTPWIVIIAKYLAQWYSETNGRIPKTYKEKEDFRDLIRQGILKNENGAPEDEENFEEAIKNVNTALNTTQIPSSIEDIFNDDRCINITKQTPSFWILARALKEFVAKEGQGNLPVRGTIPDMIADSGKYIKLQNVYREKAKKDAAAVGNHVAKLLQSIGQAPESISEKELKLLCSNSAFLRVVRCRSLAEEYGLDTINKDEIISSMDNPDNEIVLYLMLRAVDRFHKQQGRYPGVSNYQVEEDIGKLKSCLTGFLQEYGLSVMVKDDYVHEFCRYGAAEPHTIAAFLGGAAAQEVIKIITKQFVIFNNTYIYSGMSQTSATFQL
MsrA inh = bovine MsrA inhibition; purified bovine MsrA, absorbance read-out; inhibition, % at 15.5 µM; 360,000 tested, 0.75% active; AID 651718; in the data active means inhibition above about 4.5%;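 further: 0% = vehicle wells with enzyme and 100% = reference inhibitor wells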
CSN inh = inhibitors of human CSN-mediated cullin deneddylation; inhibition, % at 12.5 µM; 360,000 tested, 0.38% active; Q92905; AID 651999; Purified CSN, SCF-Nedd8-OG deneddylation, fluorescence polarization;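 active means pattern-corrected inhibition above about 35%, with an unprinted fluorescence ratio check between 0.5 and 1.5, limit read from the data, passing the limit was not always enough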;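 further: 0% = enzyme with substrate and 100% = substrate without enzyme; some results filed as inactive read as strong as hits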
Target sequence (Q92905 whole entry, looked up, one chain of several): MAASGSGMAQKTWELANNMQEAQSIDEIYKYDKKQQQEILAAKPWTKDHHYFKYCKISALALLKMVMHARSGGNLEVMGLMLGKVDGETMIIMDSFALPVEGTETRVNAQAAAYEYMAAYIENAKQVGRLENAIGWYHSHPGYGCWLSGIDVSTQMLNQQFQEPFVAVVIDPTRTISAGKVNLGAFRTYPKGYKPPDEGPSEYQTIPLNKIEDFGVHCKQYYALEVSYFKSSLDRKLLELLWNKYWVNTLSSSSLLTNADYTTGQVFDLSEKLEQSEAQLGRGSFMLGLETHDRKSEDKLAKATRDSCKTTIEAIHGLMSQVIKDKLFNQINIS
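Test system: Human Csn5 produced in HEK293T cells | Compound: 12.5 µM single point | Times: 90 min, room temperature | Signal: Fluorescence polarization readout | Read-out basis: % inhibition of substrate cleavage by Csn5 | Controls: no-enzyme wells high, enzyme-with-substrate wells low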
Tb MetRS inh = Trypanosoma brucei MetRS inhibition | purified T. brucei MetRS, ATP depletion, Kinase-Glo luminescence | AID 624268 | inhibition, % at 11.9 µM | 360,000 tested, 0.4% active;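 active means inhibition above a per-plate cutoff of the control wells' mean inhibition plus 3 SD, cut at about 5.5% in these data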;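 further: 0% = DMSO wells median and 100% = median of wells with control inhibitor compound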
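Assay system: T. brucei methionyl-tRNA synthetase, purified | Medium: HEPES buffer with MgCl2, KCl, DTT, spermine, BSA, pyrophosphatase | Compound: 11.9 µM single point | Incubation: 15 min enzyme-compound preincubation, 2 h reaction, 10 min detection, 25 °C | Measured by: Kinase-Glo luciferase luminescence reporting remaining unconsumed ATP | Measure: % inhibition normalized to control-well medians | Replication: Singlicate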
FAS-TE inh = inhibitors of human fatty acid synthase thioesterase domain; P49327; recombinant FAS-TE, OMFH fluorogenic substrate, fluorescence endpoint; inhibition, % at 15 µM; 360,000 tested, 0.67% active; AID 602261;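 active means compounds whose normalised, plate-corrected inhibition of enzyme fluorescence in the single-dose primary screen is 50% or more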;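 further: 0% = DMSO with enzyme and 100% = substrate without enzyme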
* marks the source's active call; other numbers are inactive results; i = inactive; / = not tested or not shown. No enrichment for hits; any-hit rate near 4%.

SMILES	MsrA act	Rin1 Abl inh	E coli Lon inh	PABP1 MLLE inh	Neddylation inh	MsrA inh	CSN inh	Tb MetRS inh	FAS-TE inh
COc1ccc(CCNC(=O)c2cc(-c3ccncc3)nc3c(Cl)cccc23)cc1OC	-3.7	-2.4	-3.9	4.4	i	-0.5	-2.6	-0.5	5.5
C/C(CC(=O)Nc1ccc2c(c1)OCO2)=N\NC(=O)c1ccc(N)cc1	-3.9	-0.8	-0.1	-9.0	i	0.5	-0.4	-0.2	-2.8
O=C(NCc1ccccn1)Nc1ccc(F)cc1F	-1.8	0.6	-11.0	5.2	i	1.2	2.7	-0.8	-5.0
COC(=O)C1=C(C(=O)c2ccc(C)cc2)C(c2ccc(O)c(OC)c2)n2nnnc2N1 (stereo not drawn)	2.1	2.5	-3.6	2.6	i	2.5	-1.1	-0.6	-8.0
COc1cc(CNCc2ccccn2)ccc1OCc1c(Cl)cccc1Cl	-0.2	5.0	-2.5	7.7	i	-0.1	-1.7	-0.4	-0.1
CCCN(CC(=O)Nc1ccc(C(N)=O)cc1)CC(=O)Nc1ccc(F)c(F)c1F	-2.0	2.9	-5.5	5.3	i	-0.6	-0.8	-1.0	0.9
Cc1ccc(C(=O)NCCc2csc(-c3cccnc3)n2)cc1	0.5	-3.2	7.2	3.4	i	-0.2	-2.7	1.3	-8.4
Cc1ccc(CNC(=O)c2sc3nc4c(c(C(F)(F)F)c3c2N)CCC4)cc1	-1.1	0.8	-13.9	-0.6	i	1.7	1.6	-0.9	27.7
Cc1cc(Br)ccc1NC(=O)CN(C)C(=O)C1=COCCO1	-1.4	-0.8	-9.6	-23.2	i	-0.2	-0.1	0.1	-3.0
COc1ccc(CN(C)C(=O)c2cnc(OC)cc2C(F)(F)F)c(OC)c1	-0.4	1.9	-1.0	9.7	i	0.2	0.8	2.1	1.8
CC1(C(=O)NS(=O)(=O)c2ccccc2OC(F)(F)F)CCN1C(=O)c1ccccc1 (stereo not drawn)	-8.5	-0.6	14.2	9.5	i	1.6	-3.6	-0.4	-6.7
CC(=O)Nc1ccc(SCC(=O)c2cc(C)n(-c3ccccc3)c2C)cc1	0.3	2.4	-1.2	30.0	i	-0.2	-2.1	-0.4	-13.0

Shown with values under each structure: part of the list above
Value order: MsrA act	Rin1 Abl inh	E coli Lon inh	PABP1 MLLE inh	Neddylation inh	MsrA inh	CSN inh	Tb MetRS inh	FAS-TE inh
COC(=O)C1=C(C(=O)c2ccc(C)cc2)C(c2ccc(O)c(OC)c2)n2nnnc2N1 (stereo not drawn)
→ 2.1	2.5	-3.6	2.6	i	2.5	-1.1	-0.6	-8.0
COc1cc(CNCc2ccccn2)ccc1OCc1c(Cl)cccc1Cl
→ -0.2	5.0	-2.5	7.7	i	-0.1	-1.7	-0.4	-0.1
CCCN(CC(=O)Nc1ccc(C(N)=O)cc1)CC(=O)Nc1ccc(F)c(F)c1F
→ -2.0	2.9	-5.5	5.3	i	-0.6	-0.8	-1.0	0.9
Cc1ccc(C(=O)NCCc2csc(-c3cccnc3)n2)cc1
→ 0.5	-3.2	7.2	3.4	i	-0.2	-2.7	1.3	-8.4
Cc1ccc(CNC(=O)c2sc3nc4c(c(C(F)(F)F)c3c2N)CCC4)cc1
→ -1.1	0.8	-13.9	-0.6	i	1.7	1.6	-0.9	27.7
Cc1cc(Br)ccc1NC(=O)CN(C)C(=O)C1=COCCO1
→ -1.4	-0.8	-9.6	-23.2	i	-0.2	-0.1	0.1	-3.0
COc1ccc(CN(C)C(=O)c2cnc(OC)cc2C(F)(F)F)c(OC)c1
→ -0.4	1.9	-1.0	9.7	i	0.2	0.8	2.1	1.8

Further records.
SMILES	MsrA act	Rin1 Abl inh	E coli Lon inh	PABP1 MLLE inh	Neddylation inh	MsrA inh	CSN inh	Tb MetRS inh	FAS-TE inh
COCCNc1cc(C)nc2ccccc12	-10.9	0.2	-4.0	-10.6	i	3.3	-2.7	1.4	-9.5
Cc1ccc2nc(C(C)(C)C)c(Cc3ccccc3C(F)(F)F)n2c1	-9.7	0.6	0.1	-9.8	i	0.8	2.0	-1.4	15.2
CC1=C/C(=C(/c2ccc(O)c(C)c2)c2ccccc2S(=O)(=O)O)C=CC1=O	-1.9	-5.8	-12.7	4.5	i	1.4	-0.5	-0.3	-0.6
O=c1c(CN2CCN(c3cccc(Cl)c3)CC2)coc2c(Cl)cc(Cl)cc12	-2.4	-2.4	-4.2	-9.6	i	1.1	4.4	0.2	33.9
Cc1cc(C)n2c(NC3CCCC3)c(-c3ccc(F)cc3)nc2n1	-6.7	/	0.6	/	i	2.5	5.6	-0.6	5.3
CN(C(=O)c1cccc(NC(=O)Cc2ccc(NC(=O)C3CCCN(C(=O)CCc4ccccc4)C3)cc2)c1)C1CC1 (stereo not drawn)	-3.0	-0.6	-17.5	-5.8	i	-1.3	5.9	-0.2	-4.0
CCN(CC)CCN1C(=O)C(O)=C(C(=O)c2cccs2)C1c1ccc(C)o1 (stereo not drawn)	2.0	0.4	6.4	25.3	i	0.5	-1.6	-0.1	-5.0
O=C(Cc1ccc(S(=O)(=O)N2CCOCC2)s1)Nc1cc(Cl)ccc1Cl	-0.5	2.2	-11.6	-9.4	i	0.3	-9.6	-0.4	24.4
O=C(/C=C/c1ccc(F)cc1)NCCCn1ccnc1	-1.9	-1.5	2.1	-2.3	i	0.5	-1.9	0.4	-3.0
O=C(COC(=O)c1cc(-c2cccnc2)nc2ccccc12)Nc1ccc(F)cc1F	-9.4	4.6	-7.1	-45.3	i	1.2	9.6	-0.1	11.0
COc1cccc(N(C(=O)CNC(=O)c2ccco2)C(C(=O)NC2CCCCC2)c2cccnc2)c1 (stereo not drawn)	-7.7	-0.5	-2.7	-9.9	i	1.1	-5.2	-1.3	-3.6
CCOC(=O)Cc1csc(NS(=O)(=O)c2ccc(Br)cc2)n1	-0.5	-1.1	-3.9	4.0	i	-0.1	-2.2	-0.8	-0.9

3 entries out of the list, ordered by heavy-atom count, high to low.
SMILES	MsrA act	Rin1 Abl inh	E coli Lon inh	PABP1 MLLE inh	Neddylation inh	MsrA inh	CSN inh	Tb MetRS inh	FAS-TE inh
CN(C(=O)c1cccc(NC(=O)Cc2ccc(NC(=O)C3CCCN(C(=O)CCc4ccccc4)C3)cc2)c1)C1CC1 (stereo not drawn)	-3.0	-0.6	-17.5	-5.8	i	-1.3	5.9	-0.2	-4.0
O=c1c(CN2CCN(c3cccc(Cl)c3)CC2)coc2c(Cl)cc(Cl)cc12	-2.4	-2.4	-4.2	-9.6	i	1.1	4.4	0.2	33.9
Cc1ccc2nc(C(C)(C)C)c(Cc3ccccc3C(F)(F)F)n2c1	-9.7	0.6	0.1	-9.8	i	0.8	2.0	-1.4	15.2

(further entries)
SMILES	MsrA act	Rin1 Abl inh	E coli Lon inh	PABP1 MLLE inh	Neddylation inh	MsrA inh	CSN inh	Tb MetRS inh	FAS-TE inh
Cc1ccccc1OCC(=O)NC(=S)Nc1cccc2cc(O)ccc12	-0.8	-11.7	-7.8	22.0	i	-1.6	3.1	-0.3	17.4
Cc1cccc(-n2c(C)cc(/C=N/n3cnnc3)c2C)c1	-2.3	0.1	3.4	5.7	i	0.6	-3.3	-0.9	-17.1
COc1ccc(CCNCC(=O)Nc2ccc(C)c(S(=O)(=O)N(C)C)c2)cc1OC	-1.4	0.3	2.4	-1.5	i	-1.3	2.2	0.1	-3.5
N#CCCCSc1ncccc1-c1nc2ccccc2[nH]1	-3.1	-3.3	0.7	0.7	i	-0.4	5.3	2.4	-2.4
COc1cc(Cl)c(C)cc1NC(=O)Cc1ccc(OC)c(OC)c1	-3.6	-1.9	-5.5	-10.7	i	0.1	1.6	1.0	4.4
CC(C)(/C=N/NC(=O)CSCc1ccccc1Cl)CCC#N	-5.5	2.5	1.6	-12.3	i	0.3	-10.4	-1.2	-19.4
COc1ccc(OC)c(NC(=O)Nc2ccccc2C)c1	-13.0	1.3	3.1	3.5	i	0.9	1.1	-2.6	-2.2
O=C(CCc1ccccc1)NNc1cc(N2CCCCC2)nc(N2CCCCC2)n1	-14.5	4.2	-77.7	14.4	i	-0.1	-3.3	-2.1	-2.1
O=C(NCc1ccccn1)C(=O)NCC(c1ccco1)N1CCN(c2ccc(F)cc2)CC1 (stereo not drawn)	2.1	3.4	-0.1	-11.2	i	-0.6	2.3	-0.3	-0.6
COc1ccc(C(=O)NNC(=O)C(C)NC(=O)c2ccccc2NC(=O)c2ccco2)cc1 (stereo not drawn)	-4.8	-1.0	4.2	2.4	i	0.6	0.7	0.4	-9.5
CC(=O)Nc1ccc2c3c(ccc([N+](=O)[O-])c13)CC2	0.4	-5.2	6.0	10.2	i	0.8	-1.7	-0.3	-4.0
CC(=O)Nc1ccc(S(=O)(=O)N2CCC(n3cnc4cc(F)ccc43)CC2)cc1	-0.6	-1.8	-4.0	-3.0	i	-0.3	4.0	0.5	5.8
Cc1cc(N(C)C)nc(SC(C)C)n1	-4.4	0.6	-2.9	-0.7	i	1.4	-1.2	-0.9	-3.2
Cc1cccc(-n2ncc3c(N4CCCc5ccccc54)ncnc32)c1	-3.0	-1.8	-1.6	1.6	i	1.1	-1.4	-0.2	17.6
CCSc1nnc(Nc2ccccc2)s1	-3.7	-1.7	-7.3	-8.9	i	1.3	0.2	-0.7	3.1
COc1ccc(NS(=O)(=O)c2cc(NC(=O)/C=C/c3cccs3)ccc2N2CCOCC2)cc1	-0.2	-0.4	2.5	1.4	i	3.4	-7.9	-0.7	19.4
O=C(CCCCCN1C(=O)c2ccccc2C1=O)Nc1ccc(S(=O)(=O)N2CCCCC2)cc1	0.0	0.3	-11.1	4.9	i	0.6	-3.1	0.5	16.5
COc1ccc(CCNC(=O)c2ccc(CNc3nc(=S)[nH]c4ccccc34)cc2)cc1OC	-3.3	5.8	-6.8	-6.6	i	2.6	0.5	-0.7	8.3
O=c1c2c([nH]n1-c1ccccc1)CCCC2	-0.8	0.9	-7.7	-13.6	i	0.9	-7.7	0.3	-1.4
Cc1cccc(NC(=S)NCc2cccn2C)c1	-5.0	-3.1	0.7	-8.1	i	1.1	2.3	-0.1	-4.7
O=C(NNc1cccc(Cl)n1)C(F)(F)F	-3.3	-1.3	-3.1	-26.8	i	-1.5	-9.1	-0.7	-2.6
CCOC(=O)c1sc(NS(=O)(=O)c2ccccc2Cl)nc1C	-2.1	-4.5	-3.6	2.4	i	0.4	4.4	-0.4	-4.4
C=CCOc1ccc(Br)cc1CNC(C)(C)CO	-0.5	1.2	1.9	5.1	i	2.6	-1.0	0.4	-7.1
Cc1ccc(Sc2ccc(S(=O)(=O)Nc3ccc(C(=O)O)cc3)cc2)cc1C	-1.4	3.1	-5.3	13.4	i	-0.4	-4.4	0.2	-0.9
CN(C(=O)c1ccc2c(=O)n3c(nc2c1)CCCCC3)c1ccccc1	-5.7	6.1	5.0	-14.6	i	1.1	-3.3	-0.6	-9.7
Nc1nc(SCC(=O)c2ccc(Br)s2)n[nH]1	-11.1	0.5	2.2	-14.6	i	2.7	-9.2	-1.5	-10.1
COc1ccccc1NC(=O)CSc1nncn1N	-10.0	1.0	-8.3	-5.0	i	1.0	-5.7	-1.1	-8.3
